S3 lipid droplet – qHTS Assay for Lipid Storage Modulators in Drosophila S3 Cells; Drosophila S3 cells, BODIPY lipid droplet fluorescence, 18-24 h; cells fed with added oleic acid; lipid storage change, negative = inhibition, % at the top dose, mostly 46.1 µM; hits show Potency in µM; hit rate 0.64% among 320,000; active = well fitted inhibition curve with a large enough effect in the signal ratio, with a control signal flat, not every such curve was filed as active; inconclusive = small, poorly fitted or top-dose-only effect, or effect the other way, or a change in a side signal; the % refers to the signal ratio
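Drosophila S3 cells loaded with oleic acid (400 uM, as added) and compounds at several concentrations; lipid droplets imaged by 488-nm laser-scanning cytometry, 500–530 nm intensity and object ratio to cell channel. Percent activity normalized to 20 uM Triacsin C.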
S3 lipid droplet cell count max – second read-out of S3 lipid droplet, no call of its own (marks repeat the call); cell number change, %; measured here: cell count max response;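 cells counted by Cell Tracker Red CMTPX staining in the red channel; peak over a dose series mostly up to 46.1 µM; percent activity relative to internal control wells on each plate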
The depositor's hits bear a star; i = inactive; u = inconclusive; x = not tested or not shown; & = joins results of further samples; [ ] = remark or other dose. % is set by controls: 0 for no effect and ±100 for the full control effect; potency is the fitted concentration of half-maximal effect. Not all compounds are listed, so the mix of outcomes need not match the whole.

SMILES | S3 lipid droplet | S3 lipid droplet cell count max
Cc1ccc(C(=O)N2CCCC(C(=O)c3ccc(Cl)cc3C)C2)cn1 (configuration not stated) | u | x
CCCC[C@H]1COCCS(=O)(=O)N1Cc1ccc(F)cc1 | u | x
O=C(COc1ccc2ccccc2c1Br)Nn1cnnc1 | u | x
Cc1ccc(S(=O)(=O)N2CCC(C(=O)Nc3ccc(S(=O)(=O)N4CCCC4)cc3)CC2)cc1C | u | x
Nc1nc2c(s1)CCc1ccccc1-2 | u | x
Cc1cccc(OCCn2c(CCCO)nc3ccccc32)c1 | i | x
COc1cc(NC(=O)c2ccc(Br)cc2)c(OC)cc1NC(=O)c1ccccc1 | 18µM* | -20*
CCOc1cc(C(=O)Nc2cccnc2)cc(OCC)c1OCC | u | x
COc1ccc(N2CCN(S(=O)(=O)c3cc(C)ccc3OC)CC2)cc1 | 9% | 12
CCC(C)c1ccccc1NC(=O)C(C)OC(=O)c1ccco1 (configuration not stated) | 7%[0.0737 µM] | 14
COc1ccc(OCC(=O)NNC(=O)C2CCCO2)cc1 (configuration not stated) | 11% | 10
N#CC1=C(N)Oc2cc(N)ccc2C1c1ccccc1F (configuration not stated) | 11% | 9
COc1ccccc1NS(=O)(=O)c1ccc2c(c1)CCN2C(=O)CCC(=O)O | 11% | 1
CC(C)c1ccc(NC(=O)CCNS(=O)(=O)c2ccc3[nH]c(=O)oc3c2)cc1 | i | -1
COc1ccc(OC)c2sc(N(CCCN(C)C)C(=O)CCS(=O)(=O)c3ccccc3)nc12 | u | x
CC(OC(=O)/C=C/c1ccccc1)C(=O)N1CCc2ccccc21 (configuration not stated) | 10% | x
COc1cc(NC(=O)c2ccc(C)cc2C)ccc1NC(=O)c1cc2ccccc2o1 | u | x
CCC(C)(C)c1ccc(OCCN2C(=O)NC(C)(C)C2=O)cc1 | u | x
Cc1ccccc1CSCC(=O)NC1CCCC1 | u | x
Cc1cc(C)nc(CCNC(=O)c2cc(COc3ccc(F)cc3Cl)on2)n1 | u | x
O=C(OCC(=O)N1CCN(c2ccccc2)CC1)c1cnc(Cl)c(Cl)c1 | u | x
CC1CCc2cc(F)ccc2N1C(=O)c1cccs1 (configuration not stated) | u | x
COc1cccc(-n2c(SCC(N)=O)nnc2-c2ccncc2)c1 | i | x
O=C(O)c1ccc(CSCc2ccccc2Cl)o1 | 5% | 20
COc1ccc(Nc2nc(C(=O)N3CCc4cc(OC)c(OC)cc4C3)cs2)cc1 | -15% | -18
Nc1nonc1-n1nncc1-c1ccccc1 | u | x
CCc1cc2c(NCCN3CCCCC3)ncnc2s1 | u | x
CC(C)c1ccc(N(C(=O)c2csnn2)C(C(=O)NC2CCCC2)c2cccnc2)cc1 (configuration not stated) | u | x
Cc1ccc(-c2nnc3c4ccccc4c(C)nn23)cc1NC(=O)CN1CCOCC1 | 25% | 0
C/C(=N/NC(=O)c1ccccc1)C1=C(O)CC(C)(C)CC1=O | -9% | 27
Cc1ccc(C)c(NS(=O)(=O)c2ccc(OCC(=O)NCc3cccnc3)cc2)c1 | 2% | 8
CC(=O)Nc1sc(C)c(C)c1C(=O)OCC(=O)N(Cc1ccccc1)C(C)C | 7% | 9
Cc1nn(C)c(C)c1N1C(=O)c2cccc3c(N)ccc(c23)C1=O | u | x
CCOC(=O)CC(NC(=O)C1c2ccccc2Oc2ccccc21)c1ccc(C)cc1 (configuration not stated) | 0% | 4
CN(C)c1ccc(C(CNS(=O)(=O)c2ccc([N+](=O)[O-])cc2)N2CCCC2)cc1 (configuration not stated) | u | x
CCOc1ccc(NC(=S)NC(=O)c2c(Cl)cnn2CC)c([N+](=O)[O-])c1 | u | x
CC(C)CCn1nc(C(=O)Nc2nc3c(s2)CCCC3)c2ccccc2c1=O | u | x
O=C(O)CNC(=O)/C(=C\c1cccc([N+](=O)[O-])c1)NC(=O)c1ccco1 | 22% | 15
COc1ccc(CC(=O)Oc2ccc(F)c(F)c2)cc1S(=O)(=O)N1CCOCC1 | u | x
NC(=O)NOCc1cccc(Cl)c1 | u | x
CCOC(=O)c1ccc(NC(=O)CN(c2ccc(C)cc2)S(=O)(=O)c2c(C)nn(C)c2C)cc1 | i | -16
COc1ccc(CNCCC(c2ccc(OC(C)C)cc2)C(C)C)cc1OC (configuration not stated) | u | x
N#Cc1ccc(N2Cc3ccccc3C2=NC(=O)c2cccnc2Cl)cc1 | 18% | 10
CC(Oc1ccc(C#N)cc1)C(=O)Nc1ccc(-n2cnnn2)cc1 (configuration not stated) | 4%[0.0737 µM] | -5
C=CCc1cccc2cc(C(=O)Nc3ccc(NC(C)=O)cc3)c(=O)oc12 | u | x
CCn1nnnc1SCC(=O)N(C1CCCCC1)C1CCCCC1 | u | x
Cn1c(=N)n(CC(O)c2cccc3ccccc23)c2ccccc21 (configuration not stated) | -6%[9.22 µM] | -17
CCC(C)(O)c1[nH]c2ccc(C#N)cc2c1C (configuration not stated) | u | x
CN1C(C(=O)Nc2ccccn2)=C(O)c2ccccc2S1(=O)=O | 8%&3% | 0&0
O=C(CN1CCOCC1)N1CCN(S(=O)(=O)c2ccccc2)C1c1ccccc1 (configuration not stated) | u | x
Cc1onc(-c2ccccc2Cl)c1C(=O)NNC(=O)C1CCN(Cc2ccccc2)CC1 | u | x
C=CCn1c(CC#N)nnc1N1CCOCC1 | u | x
CCc1cc(=O)oc2cc(OC(C)C(=O)O)c(Cl)cc12 (configuration not stated) | 2% | 9
CCSc1oc(-c2ccco2)nc1S(=O)(=O)c1ccccc1 | -9% | -13
Cc1[nH]n(C)c(=O)c1N=Nc1ccc(S(C)(=O)=O)cc1 | 2% | 14
COCC(=O)Nc1c(C(=O)Nc2ccccc2OC)oc2ccccc12 | u | x
COc1ccc(CNc2nc(NCc3ccc(OC)cc3)n(S(C)(=O)=O)n2)cc1 | i | 1
COc1ccccc1CNC(=O)c1cccc(S(=O)(=O)N(C)c2ccccc2)c1 | u | x
COc1ccc(C(C(=O)NC(C)(C)C)N(C(=O)CNC(=O)c2cccs2)c2cccnc2)cc1OC (configuration not stated) | u | x
CCCCCC(=O)Nc1ccc2oc(-c3ccncc3)nc2c1 | u | x
The list goes on:
SMILES | S3 lipid droplet | S3 lipid droplet cell count max
COC(=O)Cc1c(O)ccn(Cc2ccc(Cl)c(Cl)c2)c1=O | -3%[9.22 µM] | x
O=C1Cc2cc(CCN3CCN(c4nsc5ccccc45)CC3)c(Cl)cc2N1 | 0% | -23
CC1(C)C(=O)Nc2ccccc2N1C(=O)CSc1ncccn1 | u | x
Cc1ccc(C(=O)NC(C)C(c2cccs2)N2CCCC2)s1 (configuration not stated) | 4% | 14
Cc1c(Cl)cccc1S(=O)(=O)N1CCC(C(=O)NNC(=O)C2CC2)CC1 | u | x
CCN1CCN(C(=S)Nc2ccsc2C(=O)OC)CC1 | u | x
O=C(NC(=S)NNS(=O)(=O)c1ccc(Cl)cc1)c1cccnc1 | -5% | 7
O=C(Oc1c(-c2ccccc2)c(=O)n2c3c(cccc13)CC2)c1ccc(Cl)cc1 | 16% | -9
Cc1cc(OC(C)C(=O)N/N=C/CC(C)c2ccccc2)ccc1Cl (configuration not stated) | u | x
COc1ccccc1NS(=O)(=O)c1cccc(NC(=O)Nc2ccc(Cl)cc2)c1 | u | x
Cc1cccc(NC(=O)CSc2nc3nc(C)cc(C)n3n2)c1 | u | x
CC(NC(=O)CCNS(=O)(=O)c1ccccc1)c1ccccc1 (configuration not stated) | -14% | 14
COCCNC(=O)CN1c2ccccc2CC1C (configuration not stated) | i | -1
Cc1cccc(NC(=O)CSc2nccn2Cc2ccco2)c1 | u | x
CC1C2Cn3c(nc4ccccc43)C1N(C(C)C)O2 (configuration not stated) | -3% | 9
CCOC(=O)N1CCC(NC(=O)CSCc2nc(-c3ccc(C)cc3)oc2C)CC1 | u | x
CCNCc1ccc(OCc2cccs2)c(OCC)c1 | 6% | 7
CCOc1ccc(NC(=O)C2CCCN(S(=O)(=O)c3c(C)nn(C)c3C)C2)cc1 (configuration not stated) | u | x
Cc1ccc2cc3c(nc2c1)N(Cc1ccco1)CC3 | u | x
COC(=O)c1cn(C(=O)c2ccc(C)cc2)c2ccccc12 | u | x
Cc1ccc(/C=C/C(=O)Nc2cc(S(=O)(=O)N3CCOCC3)ccc2N2CCOCC2)cc1 | u | x
CC(Sc1nnc(C2CC2)n1C1CC1)C(=O)NCc1cccs1 (configuration not stated) | u | x
COc1ccc(/C(O)=C/Sc2nnc(Cc3ccccc3)o2)cc1 | i | x
Cc1ccc(C(=O)n2cnc3ccccc32)cc1C | u | x
O=S(=O)(Nc1ccc(Cc2ccncc2)cc1)c1ccc(Cl)s1 | u | x
O=C(NC(C(=O)O)c1ccccc1)c1ccc(S(=O)(=O)N2CCOCC2)cc1 (configuration not stated) | 2% | 7
COc1cc(CNn2nnnc2N)ccc1OCC(=O)NC(C)(C)C | u | x
O=C(Nc1cccc(NC(=O)c2ccccc2Cl)c1)c1ccco1 | u | x
O=[N+]([O-])c1cc(S(=O)(=O)N2CCCC2)ccc1NCCCN1CCOCC1 | 5% | 7
Cc1ccc2nc(CSc3nnc4ccccn34)cc(=O)n2c1 | -3% | 20
Cc1ccc(C(=O)N2CCCC2)cc1Br | u | x
COC(=O)c1cc(O)cc(OC)c1Oc1cc(C)cc(O)c1C(=O)O | u | x
Cc1cccc(C(=O)Nc2nnc(Cc3c[nH]c4ccccc34)s2)c1 | -12% | 11
CCN(CCCNC(=O)CN(C)S(=O)(=O)c1cccc2nsnc12)c1ccccc1 | i | 1
Cc1ccc2oc(C(=O)N3CCN(C)C[C@@H]3C(C)C)c(C)c2c1 | u | x
CCOC(=O)C1CCN(C(=O)c2c(C)oc3c2C(=O)c2ccccc2C3=O)CC1 | u | x
COc1ccc(CCCNC(=O)C2CCC(=O)N(CCc3cccc(F)c3)C2)cc1 (configuration not stated) | u | x
Cc1cccc(N(C(=O)CNC(=O)c2cccs2)C(C(=O)NC2CCCC2)c2cccnc2)c1 (configuration not stated) | -9% | 22
CCOC(=O)C1CCCN(S(=O)(=O)c2cccs2)C1 (configuration not stated) | i | x
Cc1nnc(NC(=O)Oc2ccccc2)s1 | 0% | 6
CN=C1S/C(=C\c2ccc(SC)cc2)C(=O)N1C | 0.13µM* | 4.2*
COc1ccc(OC)c2[nH]c(=O)c(CCNC(=O)c3cc4ccccc4o3)cc12 | u | x
COCCCNC(=S)NC(=O)c1ccccc1 | u | x
COc1cc(OC)cc(C(=O)Nc2ccccc2C(=O)N2CCCC2)c1 | -7% | -24
c1ccc(-n2nnc3ccccc32)cc1 | u | x
NC(=O)CN1CCOCCOCCOCCOCCOCC1 | u | x
C=CCn1c(=O)c2ccccc2n2c(SCC(=O)NCC)nnc12 | -12% | 0
CN1CCN(C(=O)c2ccc3c(c2)N(Cc2cccc(Cl)c2)C(=O)c2ccccc2S3(=O)=O)CC1 | u | x
O=C(/C=C/c1ccc(OCCCF)cc1)NCc1cccc(Cl)c1 | u | x
CCOC(=O)CSc1ncccn1 | -2% | -1
Cc1cc(=O)oc2cc(OC(C)C(=O)N3CCOCC3)ccc12 (configuration not stated) | i | x
COc1ccccc1OCC(=O)Nc1ccc(C(N)=O)cc1 | i | 20
COc1cccc(NC(=O)C/C(C)=N/NC(=O)c2ccccc2Cl)c1 | u | x
CC(=O)N1CCC(N(CCN2CCOCC2)C(=S)Nc2ccc(C)cc2C)CC1 | -1% | -5
CCC1CCCCN1C(=O)c1noc(C(C)C)c1[N+](=O)[O-] (configuration not stated) | 3% | 15

No new results follow: entries from further up.
SMILES | S3 lipid droplet | S3 lipid droplet cell count max
COc1ccc(CCCNC(=O)C2CCC(=O)N(CCc3cccc(F)c3)C2)cc1 (configuration not stated) | u | x
Cc1cccc(N(C(=O)CNC(=O)c2cccs2)C(C(=O)NC2CCCC2)c2cccnc2)c1 (configuration not stated) | -9% | 22
CCOC(=O)C1CCCN(S(=O)(=O)c2cccs2)C1 (configuration not stated) | i | x
Cc1nnc(NC(=O)Oc2ccccc2)s1 | 0% | 6
CN=C1S/C(=C\c2ccc(SC)cc2)C(=O)N1C | 0.13µM* | 4.2*
COc1ccc(OC)c2[nH]c(=O)c(CCNC(=O)c3cc4ccccc4o3)cc12 | u | x
COCCCNC(=S)NC(=O)c1ccccc1 | u | x
COc1cc(OC)cc(C(=O)Nc2ccccc2C(=O)N2CCCC2)c1 | -7% | -24
c1ccc(-n2nnc3ccccc32)cc1 | u | x
NC(=O)CN1CCOCCOCCOCCOCCOCC1 | u | x
C=CCn1c(=O)c2ccccc2n2c(SCC(=O)NCC)nnc12 | -12% | 0
CN1CCN(C(=O)c2ccc3c(c2)N(Cc2cccc(Cl)c2)C(=O)c2ccccc2S3(=O)=O)CC1 | u | x
O=C(/C=C/c1ccc(OCCCF)cc1)NCc1cccc(Cl)c1 | u | x
CCOC(=O)CSc1ncccn1 | -2% | -1
Cc1cc(=O)oc2cc(OC(C)C(=O)N3CCOCC3)ccc12 (configuration not stated) | i | x
COc1ccccc1OCC(=O)Nc1ccc(C(N)=O)cc1 | i | 20
COc1cccc(NC(=O)C/C(C)=N/NC(=O)c2ccccc2Cl)c1 | u | x
CC(=O)N1CCC(N(CCN2CCOCC2)C(=S)Nc2ccc(C)cc2C)CC1 | -1% | -5
CCC1CCCCN1C(=O)c1noc(C(C)C)c1[N+](=O)[O-] (configuration not stated) | 3% | 15

Assay outcomes as filed in PubChem BioAssay.
